# GSK3A inh: blockers of GSK3A enzyme activity – biochemical, luminescence, cell-free homogeneous, HTS, primary screen | GSK-3 alpha kinase, ADP-Glo luminescence, 60 min | inhibition, % at 10 µM | 0.1% of 320,000 active;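 in the data active means inhibition above about 50%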;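 further: GST-tagged GSK-3 alpha with peptide substrate and 25 µM ATP; 0% = DMSO neutral wells and 100% = GW8510 positive control wells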
# Target sequence (P49840 whole entry, looked up): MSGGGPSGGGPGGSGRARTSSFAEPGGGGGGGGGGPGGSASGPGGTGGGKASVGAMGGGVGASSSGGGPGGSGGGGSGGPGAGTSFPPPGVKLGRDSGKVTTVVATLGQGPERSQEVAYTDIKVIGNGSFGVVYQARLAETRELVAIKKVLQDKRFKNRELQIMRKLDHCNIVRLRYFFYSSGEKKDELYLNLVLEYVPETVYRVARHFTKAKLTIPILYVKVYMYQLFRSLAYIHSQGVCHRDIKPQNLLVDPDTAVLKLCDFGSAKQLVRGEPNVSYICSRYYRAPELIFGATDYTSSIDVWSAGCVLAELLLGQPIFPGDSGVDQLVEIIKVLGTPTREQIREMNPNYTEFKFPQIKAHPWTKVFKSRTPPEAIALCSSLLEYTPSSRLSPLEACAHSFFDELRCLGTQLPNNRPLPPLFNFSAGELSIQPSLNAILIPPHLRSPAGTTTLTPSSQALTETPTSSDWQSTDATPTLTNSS
# PolyA inh: polyadenylation inhibitors in yeast reporter cells, primary screen, luminescence, S. cerevisiae; S. cerevisiae SKY197-pL101 polyadenylation reporter, beta-gal luminescence; efflux-impaired pdr1/pdr3 knockout yeast; score 100 = 6 SD above DMSO; calls only at 12 µM; 0.02% of 300,000 active;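 active means lowest replicate activity score at least 50, where 100 means six control SD above control mean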;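 further: yeast exposed to compound for 9 h at 30 °C; higher score means more reporter readthrough which indicates perturbed polyadenylation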
# GSK3beta inhib: human GSK3beta kinase inhibitors, primary screen, biochemical, cell-free homogeneous, HTS; Glycogen synthase kinase-3 beta (Homo sapiens), P49841; GST-GSK3beta kinase, ADP-Glo luminescence, 60 min; active compounds read low; activity score (negative = inhibition), % at 10 µM; 0.038% of 300,000 active; AID 2097, 2009;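 active means more than half of replicate wells score below -50%, meaning over 50% inhibition versus plate controls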;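 further: 0% = median DMSO wells and -100% = median GW8510 positive control wells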
# Target sequence (P49841 whole entry, looked up): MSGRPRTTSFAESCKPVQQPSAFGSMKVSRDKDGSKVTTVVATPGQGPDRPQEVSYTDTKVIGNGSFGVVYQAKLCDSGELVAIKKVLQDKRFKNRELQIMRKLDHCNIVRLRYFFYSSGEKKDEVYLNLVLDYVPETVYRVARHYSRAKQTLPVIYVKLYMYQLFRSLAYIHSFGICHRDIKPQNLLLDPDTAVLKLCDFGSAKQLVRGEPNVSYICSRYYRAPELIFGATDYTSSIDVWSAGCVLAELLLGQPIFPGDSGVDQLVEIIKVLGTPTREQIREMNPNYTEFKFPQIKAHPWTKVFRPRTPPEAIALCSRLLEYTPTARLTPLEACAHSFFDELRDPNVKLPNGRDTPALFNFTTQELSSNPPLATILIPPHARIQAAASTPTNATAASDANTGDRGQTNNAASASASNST
#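 Test system: GST-fused GSK3beta enzyme, cell-free | Quantity: 1.6 ng GST-GSK3beta enzyme per well | Reagent: 25 µM ATP with peptide substrate | Schedule: 60 min enzyme reaction, room temperature | Signal: Luminescent ADP-Glo measurement of ADP formed | Read-out basis: Score relative to plate controls | Control set: DMSO and 20 µM GW8510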
# IEC-6 tox: cytotoxicity in IEC-6 intestinal epithelial cells, primary screen, cytotoxicity control for KLF5 inhibitor project, cell-based, luminescence | 0.78% of 290,000 active | IEC-6 cytotoxicity, luminescence viability | inhibition, % at 5 µM | AID 1825, 2009; in the data active means inhibition above about 22%;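 further: 0% = plate median of test compound wells and 100% = cytotoxic reference compound wells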
# HSP90 refold inh: HSP90 inhibitors, primary screen, cell lysate, luminescence; Heat shock protein HSP 90 (rabbit reticulocyte lysate; luciferase refolding); Rabbit reticulocyte lysate, luciferase refolding luminescence, 3 h; inhibition, % at 5.6 µM; 0.91% of 290,000 active;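 active means inhibition above the screen-wide mean plus 3 SD, computed separately per campaign, cut at about 16% in these data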;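 further: 0% = DMSO wells and 100% = 60 µM geldanamycin wells; inhibitors lower the luminescence because luciferase stays unfolded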
# KLF5 inhibitor: KLF5 expression inhibitors, primary screen, DLD-1 cells, luminescence. DLD-1 KLF5 promoter-luciferase reporter. inhibition, % at 5 µM. 0.23% of 290,000 active. AID 1700, 2009;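 active means inhibition above a per-plate limit of that plate's mean compound inhibition plus 3 SD, cut at about 60% in these data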;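 further: 0% = DMSO wells and 100% = LY294002 at 200 µM; higher means less KLF5 promoter-driven luciferase light; inactives centre near -14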
# HSF1 inh: HSF1 inhibitors in luciferase reporter cells, primary screen, cell-based, NIH3T3, luminescence. NIH3T3-HGL HSE-luciferase, MG132-induced, luminescence 8 h; active compounds read low. activity change, negative = inhibition, % at 7.5 µM (by protocol). 0.77% of 300,000 active;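 active means more than half of replicate wells show activity change below -50%, luminescence cut by over half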;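 further: luciferase reports HSF-1 transcriptional activity via heat shock element; 0% = median of DMSO wells and -100% = zero luminescence signal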
# aSyn 5UTR inh: MLPCN primary screen, SNCA 5' untranslated region. alpha-synuclein 5'UTR reporter, inhibitor activity. inhibition, % (tested at 7.5 µM). 0.82% of 300,000 active. AID 1813, 2009; in the data active means inhibition above about 60%;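 further: H4 neuroglioblastoma cells stably carrying SNCA 5'UTR luciferase fusion; 0% = DMSO wells and 100% = positive control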
# AI-2 QS modul: Vibrio harveyi AI-2 quorum sensing modulators, primary screen, JMH597 strain, luminescence/OD600 ratio; Vibrio harveyi JMH597 AI-2 luminescence/OD600 ratio, 9 h; active compounds read low; strain lacks LuxN and CqsS sensors; 0 = neutral-control median; activity change, % at 7.5 µM; 0.4% of 300,000 active; in the data active means activity change below about -75%, passing the limit was not always enough;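 further: luminescence divided by OD600 gain over 9 h not by final OD600 alone; inactives centre near 13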
# HSF1 activator: HSF-1 activators, primary screen, NIH3T3-HGL cells, MG132 stress, luminescence, single point; NIH3T3-HGL HSF-1 luciferase reporter, 8 h; 100% = twice DMSO control signal; activation, % at 9 µM; 1.7% of 300,000 active; AID 504408, 2011;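 active means mean replicate activation of at least 50% with a set share of replicates each reaching 50%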;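 further: 0% = median of the neutral control wells and 100% = twice that signal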
# * hit, by the source's call; i = inactive; / = no result given. This is a subset (hit frequency here may not be typical).
# Start of the data: the first 12 records, ahead of the listing:
SMILES,GSK3A inh,PolyA inh,GSK3beta inhib,IEC-6 tox,HSP90 refold inh,KLF5 inhibitor,HSF1 inh,aSyn 5UTR inh,AI-2 QS modul,HSF1 activator
CCOC(=O)Cn1c(=O)oc2cc(S(=O)(=O)Nc3cccc(C)c3)ccc21,-3,i,-1,-1,-1,-21,1,0,7,24
O=C(Nc1ccc(Oc2cccnc2)nc1)c1ccc(C(F)(F)F)cc1,-2,i,3,4,1,3,-2,-38,15,9
CCc1ccc(OCC(=O)NC(C)C)cc1,0,i,1,2,1,-27,10,4,21,2
COc1ccc(C(=O)CCC(=O)NCc2cc(OC)cc(OC)c2)cc1,0,i,0,0,-3,-24,-2,-25,15,9
O=C(CN1CCCC1)Nc1c(C(=O)C2CC2)oc2ccccc12,-3,i,-1,1,1,9,-6,3,-3,2
CN1CCN(C(CNC(=O)C(=O)NC2CCCC2)c2ccc(F)cc2)CC1 (stereo unspecified),-1,i,4,/,/,/,-10,8,5,-23
CC(=O)c1c(C)[nH]c(C(=O)OCC(=O)N2CC(C)OC(C)C2)c1C (stereo unspecified),-2,i,1,/,/,/,-7,8,6,-28
CC1CCCN(C(=O)c2cn(-c3ccccc3)nc2-c2cccnc2)C1 (stereo unspecified),0,i,1,/,/,/,3,-1,14,15
CCc1nnc(NC(=O)COc2ccccc2[N+](=O)[O-])s1,-1,i,0,-5,-3,-53,2,-57,6,-6
CSCCC(C(=O)NCc1cccs1)N1C(=O)c2ccccc2C1=O (stereo unspecified),-1,i,-27,-6,-1,-11,-18,-20,45,-37
CCOc1ccc(S(=O)(=O)Nc2ccccc2C(=O)N2CCOCC2)cc1,-2,i,-1,-5,1,-18,-7,2,10,-9
O=C(CSC1=NC2(CCCCC2)N=C1c1ccccc1)Nc1ccc2c(c1)OCCO2,/,i,3,8,5,-9,10,-33,18,21

# The whole of this part, from the start:
SMILES,GSK3A inh,PolyA inh,GSK3beta inhib,IEC-6 tox,HSP90 refold inh,KLF5 inhibitor,HSF1 inh,aSyn 5UTR inh,AI-2 QS modul,HSF1 activator
CCOC(=O)Cn1c(=O)oc2cc(S(=O)(=O)Nc3cccc(C)c3)ccc21,-3,i,-1,-1,-1,-21,1,0,7,24
O=C(Nc1ccc(Oc2cccnc2)nc1)c1ccc(C(F)(F)F)cc1,-2,i,3,4,1,3,-2,-38,15,9
CCc1ccc(OCC(=O)NC(C)C)cc1,0,i,1,2,1,-27,10,4,21,2
COc1ccc(C(=O)CCC(=O)NCc2cc(OC)cc(OC)c2)cc1,0,i,0,0,-3,-24,-2,-25,15,9
O=C(CN1CCCC1)Nc1c(C(=O)C2CC2)oc2ccccc12,-3,i,-1,1,1,9,-6,3,-3,2
CN1CCN(C(CNC(=O)C(=O)NC2CCCC2)c2ccc(F)cc2)CC1 (stereo unspecified),-1,i,4,/,/,/,-10,8,5,-23
CC(=O)c1c(C)[nH]c(C(=O)OCC(=O)N2CC(C)OC(C)C2)c1C (stereo unspecified),-2,i,1,/,/,/,-7,8,6,-28
CC1CCCN(C(=O)c2cn(-c3ccccc3)nc2-c2cccnc2)C1 (stereo unspecified),0,i,1,/,/,/,3,-1,14,15
CCc1nnc(NC(=O)COc2ccccc2[N+](=O)[O-])s1,-1,i,0,-5,-3,-53,2,-57,6,-6
CSCCC(C(=O)NCc1cccs1)N1C(=O)c2ccccc2C1=O (stereo unspecified),-1,i,-27,-6,-1,-11,-18,-20,45,-37
CCOc1ccc(S(=O)(=O)Nc2ccccc2C(=O)N2CCOCC2)cc1,-2,i,-1,-5,1,-18,-7,2,10,-9
O=C(CSC1=NC2(CCCCC2)N=C1c1ccccc1)Nc1ccc2c(c1)OCCO2,/,i,3,8,5,-9,10,-33,18,21
COCCNC(=O)C(c1ccc(C)o1)N(C(=O)C(=O)NC1CCCCC1)c1ccc(F)cc1 (stereo unspecified),1,i,0,5,4,-20,16,-42,14,3
OC(COc1ccccc1CNCc1cccnc1)CN1CCc2ccccc2C1 (stereo unspecified),4,i,-1,-1,-2,-10,-1,-21,21,-14
O=C1NC(=S)N/C1=C\c1cccc([N+](=O)[O-])c1,-2,i,1,0,1,3,1,-36,5,-3
O=C(CN1CCOCC1)N/N=C/C=C/c1ccccc1,-1,i,0,4,3,-47,0,4,11,2
CCn1c(SCC(=O)Nc2sc3c(c2C#N)CCCC3)nnc1-c1ccncc1,-1,i,-1,-3,2,-27,1,3,19,-17
Cc1c(C)c2ccc(O)c(CN3CCN(C)CC3)c2oc1=O,-1,i,-25,-4,-3,-44,-7,-12,9,-11
COC(=O)N/N=C(\C)c1cccs1,-1,i,4,1,-1,-13,6,-18,20,8
Cc1cccc(N2CCN(C(=O)CCc3nc4ccccc4[nH]3)CC2C)c1 (stereo unspecified),-2,i,1,0,-4,-22,2,13,5,19
CC(C)c1ccc(NC(=S)NNc2ccc(Cl)c(C(=O)O)c2)cc1,-2,i,1,-4,1,-40,-1,-26,8,-3
CCOc1ccc(C(=O)N2CCCN(C(=O)c3ccc(OCC)cc3)CC2)cc1,-6,i,-2,0,-8,-45,-5,9,13,11
CCCn1ncc(C(=O)NC2CCCN(Cc3ccc(Cl)cc3)C2)c1C (stereo unspecified),0,i,5,5,-2,-1,-3,-5,21,-2
Cc1ccc(NC(=O)NC(=O)CSc2nnc(-c3ccc(OC(F)F)cc3)n2N)c(C)c1,-4,i,0,-3,4,-10,11,-48,6,29
Cc1ccc(-n2cc(C(=O)c3ccc(N4CCN(C)CC4)cc3)nn2)cc1Cl,-1,i,-1,3,-3,-9,-8,-43,15,14
Cc1cc(Cl)nc(NC(=O)Nc2cccc(Cl)c2)n1,-3,i,1,0,-2,-40,1,-65,23,29
CC(C)(C)NC(=O)CSc1nsc(SCC(=O)NC(C)(C)C)c1C#N,-2,i,2,-11,-5,-10,3,-1,24,18
COc1ccc(C2(CNC(=O)c3ccco3)CCOCC2)cc1,-1,i,-3,4,-1,5,-1,6,10,18
CN(Cc1nc(-c2cnccn2)no1)Cc1n[nH]c2c1CCCC2,/,i,2,4,0,-15,-4,-19,20,1
CSc1nsc2nc(=O)c(/C=C3\C(C)=Nc4ccc(C)cc43)c(N)n12,-3,i,1,-2,1,-47,-9,-14,25,33
COc1ccc(CNC(=O)Nc2cccc(Cl)c2)cc1,/,/,1,3,-6,-197,/,/,-94*,/
CCCCC(=O)Nc1cc(NC(=O)CC)ccc1Cl,-2,i,1,-1,6,-13,-11,23,5,-36
CN(C(=O)COC(=O)c1ccc(C(C)(C)C)cc1)C1CCS(=O)(=O)C1 (stereo unspecified),0,i,1,/,/,/,-3,-6,22,-6
CCn1cc(CN2CCC(C(=O)Nc3ccc(Oc4cccnc4)cc3)CC2)c(C)n1,-1,i,-19,-4,-3,-10,-9,11,11,-9
CC(C)(C)OC(=O)N1CCC(Cc2cc(-c3cccc(Br)c3)no2)(C(=O)O)CC1,-9,/,5,-5,-1,-12,3,-7,19,14
Cc1cc(C)cc(N/C(N)=N/c2nc(C)cc(C)n2)c1,0,i,2,6,-2,-21,-2,-13,-1,27
COc1ccc(CC(=O)Nc2cccc(-c3csc(C)n3)c2)cc1,-4,i,3,5,6,-10,-2,-28,16,18
CCN(CC)C(=O)CSc1nnc(-c2cnccn2)n1-c1ccc(C)cc1,-2,i,1,1,0,-12,-5,22,28,-10
COc1ccc2cc(-c3[nH]ncc3CN3CCCC3c3nonc3C)ccc2c1 (stereo unspecified),0,i,-4,5,1,-21,/,-61,8,/
COC(=O)c1ccc(C(=O)OC)c(NC(=S)N2CC(C)CC(C)C2)c1 (stereo unspecified),-6,i,2,8,-2,-21,-2,10,28,-10
O=C(NCCC(=O)N1CCCC(C(F)(F)F)C1)c1ccc(Br)cc1 (stereo unspecified),0,i,-5,1,-4,-49,6,-8,15,13
COc1cccc(C2C(=O)N(C3CCCCC3)CC(=O)N2Cc2ccc(F)cc2)c1 (stereo unspecified),-3,i,-1,-2,15,-13,11,31,1,17
N#Cc1c(N)c(C(=O)c2ccc(Br)cc2)n2c1CCC2,-2,i,-3,-1,-2,-48,-2,44,0,-13
Cc1ccc(N(CCC#N)C(=O)COC(=O)c2ccccn2)cc1,0,i,4,-1,4,-12,-2,7,27,4
COCc1cc(=O)[nH]c2cc(NC(=O)c3cccc(OC)c3)c(C)cc12,0,i,0,8,2,5,-3,11,11,1
COc1cccc(N=CC2=C(O)CC(C)(C)CC2=O)c1,0,i,-2,3,2,3,43,7,26,87*
Cc1cc(/C=C2\SC(=S)NC2=O)c(C)[nH]1,-1,i,-7,-12,3,3,1,-2,49,-4
COc1ccccc1CC(Cc1nc2ccccc2[nH]1)c1nc2ccccc2[nH]1 (stereo unspecified),-2,i,2,7,6,-11,2,7,37,2
CC1CCCCN1C(=O)CSc1nc(N)nc(N)n1 (stereo unspecified),0,i,1,/,/,/,-3,2,8,15
CCCCN(C)S(=O)(=O)c1cc(Br)cc2c1N(C(=O)C1CC1)CC2,3,i,-2,3,6,-2,14,23,20,10
c1ccc(-c2nc3ccccc3nc2-c2ccccn2)nc1,1,i,-2,0,0,-21,-3,-11,38,-13
Cc1cc(C)n(-c2nc(-n3nc(C)cc3C)c3c4c(sc3n2)COC(C)(C)C4)n1,-3,i,2,-5,-1,-17,-11,-18,11,-5
CCN(CC)C(=O)C(C(=O)c1cccc([N+](=O)[O-])c1)n1cc(Cl)ccc1=O (stereo unspecified),0,i,-1,3,3,-12,-1,30,19,5

# Compound activity from PubChem BioAssay.
